Screening data deposited in PubChem BioAssay by National Center for Advancing Translational Sciences (NCATS).
HCV inh = blocks hepatitis C virus | AID 651820 | Huh7.5.1 HCVcc-Cre infection, luciferase reporter, 44 h | 3.4% of 340,000 active | Potency, µM (highest dose often 41.8 µM), inactives show at the top dose activity change, negative = inhibition, hits mostly inhibitors; further: potency means the concentration at half of the fitted maximal effect
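Whole-lifecycle infectious HCVcc-Cre system; cells 1,000/well, compound then virus (~0.5 moi) added 4 h after plating, 44 h culture. Luciferase read 15 sec following 15 min substrate incubation, room temp.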
Giardia FBPA inh = Giardia lamblia aldolase inhibition; 0.71% of 290,000 active; AID 2451; purified Giardia FBPA; A8B2U2; Potency, µM (top dose mostly 59.6 µM), inactives show top-dose activity, negative = inhibition, usual class: inhibitors; further: potency means the concentration at half of the fitted maximal effect; nearly all actives have a fitted effect of over 55% in size
Target sequence (A8B2U2 whole entry, looked up): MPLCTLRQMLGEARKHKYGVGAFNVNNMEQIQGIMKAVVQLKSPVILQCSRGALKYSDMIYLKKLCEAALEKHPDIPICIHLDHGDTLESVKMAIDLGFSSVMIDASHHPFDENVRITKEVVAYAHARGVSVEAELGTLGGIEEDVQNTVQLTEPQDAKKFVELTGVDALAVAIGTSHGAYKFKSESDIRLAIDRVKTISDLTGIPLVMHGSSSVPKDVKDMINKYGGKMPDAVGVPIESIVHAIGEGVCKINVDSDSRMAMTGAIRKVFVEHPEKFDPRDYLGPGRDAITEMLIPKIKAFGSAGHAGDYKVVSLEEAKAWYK
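Giardia FBPA (40 nM reagent) was preincubated 10 min at RT with compound (up to 57.5 uM final), then substrate plus GAPDH/TPI/NAD/arsenate coupling system with diaphorase/resazurin was added; resorufin fluorescence (525/598 nm) was read after 20 min.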
AmpC detergent = inhibitors of E. coli AmpC beta-lactamase with detergent. AID 485294. Potency, µM (series often up to 114 µM), for the others: top-dose activity change, negative = inhibition, most hits filed as inhibitors. P00811. 0.041% of 370,000 active. AmpC hydrolysis of nitrocefin, absorbance 480 nm, 0.01% Triton;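 further: potency means the concentration at half of the fitted maximal effect; 0% = no-compound wells and -100% = no-enzyme wells; nearly all actives have a fitted effect of over 25% in size; some results filed as inactive show a strong effect at the top dose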
Target sequence (P00811 whole entry, looked up): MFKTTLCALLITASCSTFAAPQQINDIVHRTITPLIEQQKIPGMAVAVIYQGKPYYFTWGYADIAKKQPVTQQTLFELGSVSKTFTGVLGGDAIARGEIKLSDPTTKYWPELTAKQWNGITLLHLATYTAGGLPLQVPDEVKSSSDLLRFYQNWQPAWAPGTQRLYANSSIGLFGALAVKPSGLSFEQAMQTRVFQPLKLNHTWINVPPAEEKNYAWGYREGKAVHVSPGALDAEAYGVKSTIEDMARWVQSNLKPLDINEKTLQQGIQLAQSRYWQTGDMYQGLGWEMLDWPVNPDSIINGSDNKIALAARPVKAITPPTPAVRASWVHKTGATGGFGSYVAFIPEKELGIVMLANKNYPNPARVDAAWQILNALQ
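20 mM phosphate pH 7.0 + 0.01% (detergent screen) or 0.0001% Triton X-100; 5.3 nM AmpC reagent; cpd preinc 15 min RT; nitrocefin (800 uM stock) to start; A480 q20 s × 4 min; Activity was normalised to no-enzyme and no-compound control wells.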
AmpC no deterg = inhibitors of E. coli AmpC beta-lactamase without detergent; P00811; AmpC nitrocefin hydrolysis, absorbance 480 nm, 0.0001% Triton; 0.52% of 330,000 active; AID 485341; Potency, µM (doses to about 57.1 µM), for inactives: top-dose activity change, negative = inhibition, hits mostly inhibitors;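 further: potency means the concentration at half of the fitted maximal effect; plate controls were no compound for no effect and no enzyme for full effect; nearly all actives have a fitted effect of over 20% in size; some results filed as inactive show a strong effect at the top dose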
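AmpC (5.3 nM in the dispensed reagent) in 20 mM phosphate pH 7.0 with 0.01% (detergent screen) or 0.0001% Triton X-100 was preincubated with compounds for 15 min at room temperature. Nitrocefin was then added from an 800 uM solution, and hydrolysis was followed at 480 nm.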
Sm TGR inh = S. mansoni TGR enzyme inhibition | Potency, µM (doses to about 114 µM), without a hit: top-dose activity change, negative = inhibition, hits mostly inhibitors | 3% of 360,000 active | purified TGR, DTNB reduction, TNB absorbance 405 nm | AID 485364; further: potency means the concentration at half of the fitted maximal effect; nearly all actives have a fitted effect of over 60% in size
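First, TGR (20 nM dispensed) and NADPH were mixed with compound. Second, a 15 min room-temperature incubation followed. Third, further NADPH and then DTNB were added to start the reaction. Finally, TNB absorbance was monitored kinetically.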
HCMV inh = human cytomegalovirus inhibition; HFF cells, HCMV-luciferase reporter, 72 h; active compounds read low; activity change, negative = inhibition, % at 57.5 µM; 4.5% of 410,000 active; in the data active means activity change below about -60%; inconclusive means no clear call, values can overlap the other calls; inactive means above about -39%
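Screen run at 2 compound doses on HFFs infected with reporter HCMV, MOI 1 PFU/cell. Luciferase activity from cell lysates at 72 h post infection gave inhibition relative to buffer-only and Salinomycin wells.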
* marks the source's active call; other numbers are inactive results; ? = inconclusive; . = no result given; [ ] = remark or other dose. Unless noted, the call rests on the fitted dose curve; in most records, active means well fitted curve in the direction sought with a large enough effect; inconclusive means small, poorly fitted or top-dose-only effect, or another doubt; inactive means no such curve, though single readings can be large; an effect the other way counts as inactive or inconclusive. Unless noted, on the % scale 0 is the no-effect control and ±100 the full control effect.

SMILES | HCV inh | Giardia FBPA inh | AmpC detergent | AmpC no deterg | Sm TGR inh | HCMV inh
Cc1ccc(C(=O)NCCc2ccccc2)cc1 | 3% | 2% | ? | -14% | -8% | .
COC(=O)C(C)NC(=S)N1CCN(c2c(F)cc3c(=O)c(C(=O)O)cn(C4CC4)c3c2OC)CC1C (configuration not stated) | -1% | -29% | 3% | 53% | 5% | -33
CCCS(=O)(=O)N1CCCC(C(=O)NCCc2ccc(Cl)cc2)C1 (configuration not stated) | -7% | 7% | ? | 23% | 11% | -31
O=C(NCc1ccccc1F)C(=O)NCC1CCCN1S(=O)(=O)c1cccs1 (configuration not stated) | -10% | . | -20% | -23% | -20% | -38
COc1ccccc1NC(=O)C(C)N(C)Cc1ccc(Cl)s1 (configuration not stated) | -19% | 7% | -2% | -10% | -2% | -38
COc1cc(C(=O)NCC(=O)N/N=C(C)\C=C\c2ccccc2)cc(OC)c1OC | ? | -2% | 4% | 102%[activator] | 6% | -73*
C[C@@H](NC(=O)c1nc[nH]c1C(=O)NC1CCN(C(=O)OC(C)(C)C)CC1)c1ccccc1 | 9% | . | -2% | 171%[activator] | -13% | 43
CN1CCN(C(=O)c2ccc(S(=O)(=O)c3ccc(Br)cc3)cc2)CC1 | ? | 3% | ? | 45%[activator] | -7% | ?
CCN(CC(=O)Nc1ccccc1C(F)(F)F)C(=O)CCc1c(C)[nH]c(=O)c(C#N)c1C | 24% | 0% | ? | -2% | -1% | 46
CNC(=O)Cn1ncc2c3ccccc3n(C)c2c1=O | 8% | -1% | -6% | 7% | -15% | .
COC(=O)NC1CCC(NC(=O)OC)CC1 (configuration not stated) | 0% | 2% | -4% | -6% | 2% | -14
CCOc1[nH]n(-c2ccccc2)c(=O)c1C=Nc1ccc(OC)cc1 | ? | -6% | ? | -19% | -3% | -18
Cc1ccc(CNc2ncnc3c2cnn3-c2ccccc2)cc1 | 0% | 3% | -8% | -7% | -8% | 6
Cc1ccc(N(C)C(=O)c2ccc3c(Cl)c4c(nc3c2)CCC4)cc1C | ? | -2% | -13% | -15% | -12% | -13
O=C(Cn1c(SCCOc2ccccc2Cl)nc2ccccc21)N1CCOCC1 | . | . | 1% | . | 9% | 14
Cc1ccc(NC(=O)COC(=O)Cn2cnc3c2c(=O)n(C)c(=O)n3C)cc1 | 5% | . | . | -1% | . | 25
O=C(CSc1nnc(SCc2ccc(Cl)cc2)s1)N/N=C/c1c[nH]c2ccccc12 | ? | -27% | ? | -15% | -12% | -7
Cc1oc2c(c1C(=O)O)C(=O)c1ccccc1C2=O | 9% | ? | 0% | -21% | -32% | 18
COc1cccc(CN(C)C(=O)CCN(c2ccccc2)S(=O)(=O)c2ccc(C)cc2)c1OC | 11µM* | . | -7% | 91%[activator] | -1% | -32
COCC(C)n1c(SCC(=O)NC(=O)Cc2ccccc2)nc2ccccc2c1=O (configuration not stated) | -15% | . | 4% | 4% | 6% | 0
N#CCCn1cc(C(=O)Nc2ccc([N+](=O)[O-])cc2)c(-c2cc3ccccc3o2)n1 | ? | 4% | 1% | -14% | -4% | ?
CC(=O)NC(C)C(=O)OCC(=O)c1ccc(Cl)s1 (configuration not stated) | 13% | 3% | -19% | 0% | -1% | 6
CSc1nccc(Oc2ccc(C#N)cc2)n1 | 24% | -1% | -18% | -15% | -4% | 4
COC(=O)c1cc(S(=O)(=O)Nc2cccc(S(N)(=O)=O)c2)oc1C | 8% | 6% | 3% | -8% | -8% | 39
Cc1c(Cl)cccc1-n1nc(C)c2c(C(=O)NCc3ccccc3)cc(C3CC3)nc21 | . | . | 12% | . | 1% | -5
Next results:
SMILES | HCV inh | Giardia FBPA inh | AmpC detergent | AmpC no deterg | Sm TGR inh | HCMV inh
CCOc1ccc2oc(=O)cc(CN3CCN(Cc4ccccc4)CC3)c2c1 | ? | -2% | -3% | 12% | ? | -12
COc1cccc(C(=O)OC(C)C(=O)NCC2CCCCC2)c1 (configuration not stated) | 4% | . | -6% | -11% | -22% | -6
CCN(CC)S(=O)(=O)c1ccc2oc(SCc3ccc(F)cc3)nc2c1 | ? | -1% | 3% | 0% | 7% | ?
CC1(C)Cc2c(cnn2-c2ccccc2)C(NC(=O)CCc2ccc(=O)[nH]n2)C1 (configuration not stated) | . | 7% | 0% | 0% | -18% | 12
O=[N+]([O-])c1ccc(C(=S)N2CCN(Cc3ccccc3)CC2)cc1 | 13% | 1% | 1% | ? | -9% | -19
Cc1nn2c(N)c(-c3ccccc3)cnc2c1-c1ccc(Cl)cc1 | ? | -2% | 0% | -27% | -19% | 89
CCN1CCN(S(=O)(=O)c2ccc3[nH]c(=O)oc3c2)CC1 | 7% | -9% | 3% | 4% | 7% | 67
COc1ccc2sc(-c3ccc(N(C)C)cc3)c(-c3cnc(OC)nc3)c2c1 | 0% | . | 7% | 6% | 5% | 5
COc1cccc(NC(=O)Cn2nc(C)c3c(C)n(-c4ccccc4)nc3c2=O)c1 | . | . | -3% | . | 3% | ?
CN(C(=O)COC(=O)c1n[nH]c2ccccc12)C1CCS(=O)(=O)C1 (configuration not stated) | 18% | 2% | -8% | -4% | 6% | -34
Cc1cnccc1NC(=O)c1cccs1 | -26% | 2% | 8% | -12% | 8% | -62*
CC1(C)Cc2[nH]c(=O)c(C#N)cc2CS1 | 15% | 1% | -11% | -7% | -29% | -10
CCCN(CC1CC1)C(=O)COC(=O)c1ccc(CNS(=O)(=O)c2ccc(F)c(Cl)c2)cc1 | ? | 4% | ? | -24% | -18% | -23
Cc1nnc(SCC(=O)Nc2nc3ccccc3s2)n(N)c1=O | 2% | 1% | -2% | -15% | -13% | 34
O=C(O)C1CC=CCC1C(=O)Nc1ccc(Oc2ccc(Cl)cc2)cc1 (configuration not stated) | 6% | 17% | ? | -24% | -5% | -35
CCCc1cc(=O)oc2cc(OC(C)C(=O)NC3CC(C)(C)NC(C)(C)C3)ccc12 (configuration not stated) | ? | 8% | -4% | -9% | 7% | 0
O=C(CN1CCCC1)Nc1cc(F)ccc1F | 15% | 5% | 4% | -20% | 1% | -24
COc1cccc(CNC(=O)CCN2C(=O)[C@@H]3Cc4ccccc4CN3C2=O)c1 | 12% | 13% | -2% | -7% | -4% | -27
COC(=O)[C@H](CC(C)C)NC(=O)NCCC1=CCCCC1 | 9% | -2% | 0% | 11% | -3% | 20
CCOc1ccc(C(=O)NC(=S)Nc2cc(C)ccn2)cc1[N+](=O)[O-] | -16% | 1% | ? | -21% | -8% | 20
CC(OC(=O)Cc1ccc(Br)cc1)C(=O)NC1CCCCC1C (configuration not stated) | 27% | . | -3% | 50% | 1% | -3
O=C(NCc1ccco1)c1cccc(C(F)(F)F)c1 | -2% | -1% | -2% | -17% | . | 3
Cc1ccc(C)c(N(CC(=O)Nc2ccc(-c3nc4ccc(C)cc4s3)cc2)S(C)(=O)=O)c1 | ? | 0% | ? | -31% | -8% | 9
Cc1nc2ccc(NC(=O)COc3ccccc3[N+](=O)[O-])cc2s1 | ? | -2% | 0% | -21% | 3% | ?
O=C(c1ccc2snnc2c1)N1CCOCC1 | 20% | 3% | ? | -23% | 2% | 46

Looked up one by one from above, five records:
SMILES | HCV inh | Giardia FBPA inh | AmpC detergent | AmpC no deterg | Sm TGR inh | HCMV inh
Cc1cnccc1NC(=O)c1cccs1 | -26% | 2% | 8% | -12% | 8% | -62*
O=[N+]([O-])c1ccc(C(=S)N2CCN(Cc3ccccc3)CC2)cc1 | 13% | 1% | 1% | ? | -9% | -19
Cc1nnc(SCC(=O)Nc2nc3ccccc3s2)n(N)c1=O | 2% | 1% | -2% | -15% | -13% | 34
O=C(CN1CCCC1)Nc1cc(F)ccc1F | 15% | 5% | 4% | -20% | 1% | -24
Cc1nc2ccc(NC(=O)COc3ccccc3[N+](=O)[O-])cc2s1 | ? | -2% | 0% | -21% | 3% | ?

Going on with the list.
SMILES | HCV inh | Giardia FBPA inh | AmpC detergent | AmpC no deterg | Sm TGR inh | HCMV inh
CCN(C(=O)CSc1nc(-c2ccccc2)no1)c1cccc(C)c1 | . | . | 7% | . | -24% | -107*
COCCN1C(=O)C(O)=C(C(=O)c2ccco2)C1c1cccc(Oc2ccccc2)c1 (configuration not stated) | -1% | 3% | 3% | -35% | 0% | 7
COc1ccc(-c2nn(-c3ccccc3)cc2C(=O)OCC(=O)c2ccc(C)c([N+](=O)[O-])c2)cc1 | 7.1µM* | 3% | -21% | -37% | 9% | ?
CC1CC(C)CN(S(=O)(=O)c2ccc(C(=O)OCC(=O)NCCN3C(=O)CSC3=O)cc2)C1 (configuration not stated) | 13% | 0% | 2% | 73%[activator] | -4% | -5
Cc1onc(-c2ccccc2Cl)c1C(=O)NC(=S)NCC(=O)c1ccccc1 | -14% | -5% | 1% | -16% | . | -38
COc1cc(/C=C/C(=O)Nc2ccc(C(C)=O)cc2)cc(OC)c1OC | ? | 2% | 3% | -13% | 3% | 51
CC(C)c1cc(C(=O)Nc2cccnc2)no1 | 4% | -11% | 8% | -3% | 4% | 99
Cn1c(=O)n(Cc2ccccc2)c2ccccc21 | 10% | 2% | ? | -8% | -23% | -31
Cc1ccc(N(C(=O)c2ccccn2)C(C(=O)NC2CCCCC2)c2ccncc2)cc1 (configuration not stated) | 14% | 8% | -3% | 42% | 0% | 17
Cc1cc(C)cc(N2CCn3c2nc2c3c(=O)n(CCc3ccccc3)c(=O)n2C)c1 | . | . | 19% | . | ? | 9
COc1ccc(C(=O)NC(=S)Nc2cccc3ncccc23)cc1[N+](=O)[O-] | ? | . | 1% | -16% | 6.3µM* | -23
CCOC(=O)c1c(NC(=S)Nc2cc([N+](=O)[O-])ccc2OC)sc2c1CCCCC2 | -19% | -5% | ? | -50% | -5% | .
COc1ccc(NC(=O)CSc2n[nH]c(=O)n2Cc2ccccc2)cc1Cl | -8% | -4% | -1% | -36% | -12% | -9
CN(C(=O)c1ccc(NC(=O)Cc2cccc(NC(=O)C3CCCN(C(=O)CCc4ccccc4)C3)c2)cc1)C1CCCC1 (configuration not stated) | ? | . | 4% | 63%[activator] | 2% | -5
FC(F)(F)c1ccccc1-c1nc(-c2ccncc2)no1 | 6% | 6% | 2% | 11% | 2% | 5
CCOc1ccc(/C=N/NC(=O)C(=O)N2CCCCCC2)c2ccccc12 | ? | -6% | 0% | 36% | -1% | 5
COc1cc(/C=N\NC(=O)CN2CCOCC2)ccc1OCC(=O)Nc1ccc(C)c(C)c1 | -18% | 0% | 2% | 149%[activator] | 89µM* | -2
O=C(CCN1C(=O)C2C3C=CC(C3)C2C1=O)Nc1ccccc1F (configuration not stated) | 19% | -1% | 2% | -11% | -15% | 0

Of the compounds above, these have bromine:
SMILES | HCV inh | Giardia FBPA inh | AmpC detergent | AmpC no deterg | Sm TGR inh | HCMV inh
CN1CCN(C(=O)c2ccc(S(=O)(=O)c3ccc(Br)cc3)cc2)CC1 | ? | 3% | ? | 45%[activator] | -7% | ?
CC(OC(=O)Cc1ccc(Br)cc1)C(=O)NC1CCCCC1C (configuration not stated) | 27% | . | -3% | 50% | 1% | -3
